Compound activity from PubChem BioAssay.
Giardia kill – kills Giardia lamblia; activity change, % at 7.66 µM, hits read low; AID 540267; Giardia lamblia trophozoite viability; 340,000 tested, 0.15% active; in the data active means activity change below about -80%; inconclusive means between about -30% and that limit;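 further: parasites exposed to compound for two days anaerobically before the ATP read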
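Luminescent ATP signal served as the viability read-out, measured 15-30 min after adding ATP detection reagent to trophozoites that had been incubated with compounds for 48 hrs at 37 deg C anaerobically at 100 cells/well.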
USP2a inh – blocks human ubiquitin-specific protease USP2a. O75604. 330,000 tested, 0.01% active. Potency, µM (series often up to 38.3 µM), for the others: top-dose activity change, negative = inhibition, most hits filed as inhibitors. USP2 core, Ub-CHOP2 coupled fluorogenic reporter, 485/531. AID 463254;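 further: potency means the concentration at half of the fitted maximal effect; plate controls were DMSO wells for no effect and full inhibition by NEM control for full effect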
Target sequence (O75604 whole entry, looked up): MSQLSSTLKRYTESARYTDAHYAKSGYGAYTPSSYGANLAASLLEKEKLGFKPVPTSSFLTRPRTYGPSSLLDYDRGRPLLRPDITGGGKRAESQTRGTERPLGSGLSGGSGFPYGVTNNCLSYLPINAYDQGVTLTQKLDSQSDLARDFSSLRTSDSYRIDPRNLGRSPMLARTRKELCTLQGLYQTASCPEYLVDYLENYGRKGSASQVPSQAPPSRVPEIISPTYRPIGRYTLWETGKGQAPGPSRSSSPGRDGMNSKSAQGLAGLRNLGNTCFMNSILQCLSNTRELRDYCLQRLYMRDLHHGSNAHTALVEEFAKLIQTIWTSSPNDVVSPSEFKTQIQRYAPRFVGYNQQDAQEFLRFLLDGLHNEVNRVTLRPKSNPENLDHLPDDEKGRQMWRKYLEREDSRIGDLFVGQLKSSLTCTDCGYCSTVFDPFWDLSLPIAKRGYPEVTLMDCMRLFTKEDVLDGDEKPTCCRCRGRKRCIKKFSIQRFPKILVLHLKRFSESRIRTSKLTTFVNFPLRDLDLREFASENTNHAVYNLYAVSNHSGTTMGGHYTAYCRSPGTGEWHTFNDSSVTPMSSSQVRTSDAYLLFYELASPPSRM
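Deubiquitinase activity read as fluorescence (485/531 nm) after Ub-CHOP2 cleavage activates the enterokinase reporter on its substrate; USP2 core 10nM, Ub-CHOP2 and substrate 25nM each, 30min compound preincubation then 60min RT; data normalized to NEM, curves fitted.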
Chronic BCR inh – inhibitors of chronic active B-cell receptor signaling; ABC-DLBCL IkBa-CBG/CBR reporter, luminescence ratio, 4 h; Potency, µM (highest dose often 46.1 µM), for the others: at the highest dose ratio change, negative = lower green/red ratio, most hits filed as inhibitors; 340,000 tested, 0.05% active; active means well fitted inhibition curve with a large enough effect in the signal ratio, with a control signal flat, not every such curve was filed as active; inconclusive means small, poorly fitted or top-dose-only effect, or effect the other way, or a change in a side signal; the % refers to the signal ratio;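 further: potency means the concentration at half of the fitted maximal effect; plate controls were basal doxycycline-induced cells for no effect and cells given 10 µM MG132 for full effect; MG132 reads +100%, hits lower the ratio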
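TMD8 human ABC-DLBCL cells with doxycycline-inducible IκBα–green luciferase fusion and unfused red luciferase, in 0.5% FBS medium; compounds up to 46 uM, 4 h at 37C. Green/red luminescence ratio, filter-overlap corrected, fitted to concentration-response curves.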
GALK inh – blocks human galactokinase activity; P51570; Purified GALK, Kinase-Glo residual ATP luminescence; Potency, µM (titrated, usually from 57.5 µM), inactives show at the top dose activity change, negative = inhibition, hits mostly inhibitors; 270,000 tested, 0.007% active; AID 1868; further: potency means the concentration at half of the fitted maximal effect
Target sequence (P51570 whole entry, looked up): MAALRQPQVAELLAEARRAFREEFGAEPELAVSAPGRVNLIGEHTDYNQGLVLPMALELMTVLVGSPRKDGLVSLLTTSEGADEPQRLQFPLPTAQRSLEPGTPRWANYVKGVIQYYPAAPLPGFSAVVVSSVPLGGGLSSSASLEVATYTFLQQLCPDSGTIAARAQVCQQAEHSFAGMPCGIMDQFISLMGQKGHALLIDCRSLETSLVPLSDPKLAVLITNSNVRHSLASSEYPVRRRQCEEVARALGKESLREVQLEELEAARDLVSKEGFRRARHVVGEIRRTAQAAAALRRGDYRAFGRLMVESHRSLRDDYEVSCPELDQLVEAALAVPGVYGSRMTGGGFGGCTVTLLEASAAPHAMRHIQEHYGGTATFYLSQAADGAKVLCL
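Galactose (100 uM) and ATP (35 uM) were turned over by 5 nM GALK for 1 h at RT. Kinase-Glo Plus then converted the remaining ATP into a luminescent signal.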
Eya2 phos inh – Eya2 (human) phosphatase inhibition | O00167 | recombinant Eya2, OMFP fluorescence dephosphorylation (OMFP is methylfluorescein phosphate) | Potency, µM (highest dose often 76.9 µM), without a hit: at the highest dose activity, negative = inhibition, usual class: inhibitors | 330,000 tested, 0.006% active | AID 488837; further: potency means the concentration at half of the fitted maximal effect
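Eya2 (0.2 uM) preincubated 10 min at ambient with compound, then OMFP substrate added at 50 uM; 10 min reaction in 50 mM HEPES pH 7.5, 50 mM NaCl, 5 uM MgCl2, 0.05% BSA, 1 mM DTT. Fluorescence read at Ex 485/Em 525 nm.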
Coupling enz – counter-screen for Giardia aldolase inhibitors: coupling enzyme system; 290,000 tested, 0.67% active; activity change, negative = inhibition, % at 58.2 µM, hits read low; AID 2472; coupling enzyme system counterscreen, AmpLite Red fluorescence; in the data active means activity change below about -30%
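Counterscreen of the coupled detection system alone, without aldolase: glyceraldehyde-3-phosphate coupling enzymes plus AmpLite Red readout. Compounds at 57.5 uM final, 10 min RT preincubation, 20 min RT reaction, fluorescence 525/598 nm.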
B2AR arrestin – recruits beta-arrestin to the human beta2-adrenergic receptor | beta-arrestin recruitment to beta2AR, cell-based reporter | AID 492947 | P07550 | Potency, µM (doses to about 46.1 µM), for inactives: at the highest dose activation, actives largely listed as activators | 330,000 tested, 0.02% active;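 further: potency means the concentration at half of the fitted maximal effect; 0% = DMSO controls and full agonism = EC100 isoproterenol or metaproterenol; nearly all actives have a fitted effect of over 65% in size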
uPA generation – inhibitors of cell surface uPA generation | cell surface uPA generation assay, qHTS | Potency, µM (series often up to 38.3 µM), inactives show at the highest dose activity change, negative = inhibition, hits mostly inhibitors | 330,000 tested, 0.31% active | AID 540303; active means well fitted inhibition curve with a large enough effect; inconclusive means small, poorly fitted or top-dose-only effect; inactive means no such curve, though single readings can be large or run the other way; tested in mouse RAW 264.7 cells; further: potency means the concentration at half of the fitted maximal effect; nearly all actives have a fitted effect of over 55% in size
hERG WT inh – inhibitors of human wildtype KCNH2 potassium channel; U2OS, BacMam KCNH2, thallium flux FluxOr; active compounds read low; activity change, % at 1.84 µM; 340,000 tested, 0.37% active;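 active means maximum activity change below -70%; inconclusive means maximum activity change between -70% and -50%; inactive means maximum activity change above -50%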
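U2OS cells transduced with wild-type KCNH2 virus are loaded with FluxOr dye for 45 min, and thallium flux is measured in kinetic reads before and after stimulation buffer. Rate constants are normalized to DMSO controls.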
PKM2 act – increases activity of human pyruvate kinase M2; P14618; purified PKM2, Kinase-Glo ATP luminescence, activation; response scale: 0% is enzyme alone, no compound; Potency, µM (titrated, usually from 57.5 µM), for inactives: top-dose activation, hits mostly activators; 260,000 tested, 0.34% active; AID 1631; further: potency means the concentration at half of the fitted maximal effect; nearly all actives have a fitted effect of over 55% in size
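Purified hPK-M2 (>95%) run at intermediate activity with 0.1 mM ADP and 0.5 mM PEP in 50 mM imidazole pH 7.2, KCl, MgCl2; 1 h room temperature. ATP formed read by Kinase-Glo luminescence; normalized to uninhibited and no-enzyme controls.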
KCNH2 3.1 block – inhibitors of human KCNH2 3.1 potassium channel isoform; U2OS KCNH2 3.1, thallium flux FluxOr; active compounds read low; activity change, % (tested at about 1.8 µM); 340,000 tested, 0.95% active;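 active means maximum activity change below -70%; inconclusive means maximum activity change from -70% to -50%; inactive means maximum activity change above -50%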;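 further: thallium influx rate constant from kinetic fluorescence after stimulation buffer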
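Virally transduced U2OS (3.1 isoform, 4 h infection in dark at RT) → overnight 37 C → FluxOr + Red40 in HBSS/HEPES, 45 min → stimulation buffer, 2 min kinetic read → rate constant vs DMSO controls.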
Active calls of the source: *; i = inactive; ? = inconclusive; . = no result given; [ ] = another dose, or the depositor's remark. Unless noted, the call rests on the fitted dose curve; in most records, active means well fitted curve in the direction sought with a large enough effect; inconclusive means small, poorly fitted or top-dose-only effect, or another doubt; inactive means no such curve, though single readings can be large; an effect the other way counts as inactive or inconclusive. Unless noted, on the % scale 0 is the no-effect control and ±100 the full control effect.

cpd	structure	Giardia kill	USP2a inh	Chronic BCR inh	GALK inh	Eya2 phos inh	Coupling enz	B2AR arrestin	uPA generation	hERG WT inh	PKM2 act	KCNH2 3.1 block
1	Cc1cc(C)n(CC(=O)NNC(=O)COc2ccc(F)cc2Br)n1	1	2%	-8%	.	-2%	.	-0.3%	-3%	-6	.	10
2	CC(=O)Nc1ccc(/C=C(\C#N)C(=O)NCc2ccccc2)cc1	-23	1%	-1%	2%	1%	-1	0.1%	2%	5	2%	7
3	COc1ccc(C(N)=O)c(OCC(=O)Nc2cc(C)on2)c1	7	3%	1%	.	-10%	.	0.4%	11%	6	.	-9
4	CCOc1cc(CNC2CCCC2)c(Cl)cc1OCC(=O)Nc1ccccc1	21	5%	?	-1%	-5%	0	5.2%	?	3	-7%	-11
5	NC(=S)Nc1cc2ccccc2c2ccccc12	-9	0%	3%	-2%	-4%	-22	-0.1%	-7%	10	2%	-11
6	C/C(=C\C(=O)c1ccccc1)NNc1nc2ccccc2s1	-2	-3%	-3%	3%	-6%	1	-1.0%	-2%	5	1%	20
7	O=C(c1ccccc1)c1cc(Cl)ccc1N1C(=O)C=CC1=O	31[activator]	-2%	?	9%	-8%	-1	0.0%	-10%	-11	25%	0
8	CC(C)C(=O)Nc1cccc(NC(=S)NC(=O)c2ccc([N+](=O)[O-])cc2)c1	9	3%	?	0%	-9%	.	-0.4%	.	-10	-3%	8
9	Cc1cccn2c(=O)c3cc(C(=O)NCc4ccco4)c(=N)n(C4CCCCC4)c3nc12	-11	-2%	4%	-1%	-14%	0	0.2%	-7%	-6	.	-16
10	Cc1ccc(N2C(=O)N(Cc3ccccc3C)c3ccccc3S2(=O)=O)cc1	8	-1%	?	3%	-2%	0	-0.4%	1%	-5	-1%	5
11	Cc1n[nH]c(C)c1S(=O)(=O)N1CCCC(C(=O)NCc2ccc(F)cc2)C1 (configuration not stated)	-5	1%	-1%	0%	1%	2	-0.2%	-4%	-3	-3%	0
12	CC(C)(C)OC(=O)N1CCN(C(=O)c2[nH]cnc2C(=O)NCC(=O)OCc2ccccc2)CC1	-19	3%	0%	.	4%	3	-1.2%	8%	-11	-1%	-13
13	O=C1c2ccc([N+](=O)[O-])cc2C(=O)N1c1ccc(Cl)cn1	3	0%	?	7%	6%	0	-0.2%	-4%	-4	0%	-43
14	O=S(=O)(c1ccc(F)c(F)c1)N1CCN(Cc2ccc3c(c2)OCO3)CC1	2	-2%	-1%	4%	4%	4	0.5%	12%	6	0%	-5
15	Cc1ccccc1Cn1cc(NC(=O)c2nc3ncccn3n2)cn1	4	1%	?	0%	-43%	2	0.0%	.	-2	-1%	0
16	CC1(C)NC(=O)N(CC(O)CN(Cc2ccccc2)Cc2ccccc2)C1=O (configuration not stated)	-6	2%	-6%	4%	22%	-2	-0.3%	6%	17	-11%	-2
17	O=C(O)CSc1nnc(-c2ccccc2)c(-c2ccccc2)n1	-1	-1%	12%	4%	9%	12	-0.2%	0%	-4	1%	-13
18	CCN(CC)S(=O)(=O)c1ccc(N2CCOCC2)c(NC(=O)Cc2ccccc2)c1	-12	1%	4%	0%	-5%	-3	-0.7%	0%	-9	-3%	7
19	Cc1ncc(CN2CCC(n3nccc3NC(=O)c3ccccc3)CC2)s1	-6	5%	3%	-4%	11%	-1	0.1%	7%	9	5%	-1
20	CCOc1ccc(-c2nc(S(=O)(=O)c3ccccc3)c(NC)o2)cc1	11	2%	1%	3%	8%	.	-0.8%	4%	-23	-12%	-4
21	O=S(=O)(c1ccc(-c2csc(-c3cccnc3)n2)cc1)N1CCCC1	7	-2%	-6%	0%	-13%	5	-1.0%	1%	5	8%	2
22	COc1ccc(NC(=O)CSc2ccc3nnc(-c4cccnc4)n3n2)c(OC)c1	4	0%	-8%	1%	0%	-1	0.5%	-5%	-4	0%	-2
23	Cc1cc(C(=O)Nc2ccccc2N2CCOCC2)no1	-2	-5%	7%	.	4%	.	4.3%	16%	2	.	-12
24	CC(=O)O[C@H]1CC(=O)OC(C)(C)C2CC(=O)[C@]3(C)C(CC[C@@](C)([C@@H](O[C@@H]4O[C@H](CO)[C@@H](O)[C@H](O)[C@H]4O)c4ccoc4)[C@@]34O[C@@H]4C(=O)O)[C@]21C (some centres not stated)	-5	0%	2%	.	-5%	.	-0.3%	-1%	-3	.	0
25	CC(C)Sc1ncnc2c1cnn2-c1ccccc1	-4	0%	-21%	-4%	6%	2	-0.8%	3%	-13	-1%	0
26	O=C(NCC1CCCO1)c1cnn2c1NC(c1ccccc1)CC2C(F)(F)F (configuration not stated)	-14	1%	?	0%	3%	2	-0.2%	9%	-1	3%	12
27	Oc1ccc(-c2csc(Nc3ccccn3)n2)cc1O	-18	2%	?	0%	0%	0	-0.1%	4µM*	0	-11%	-8
28	CCN(CC(=O)Nc1c(F)cccc1F)C(=O)c1cccc(S(=O)(=O)N2CCc3ccccc3C2)c1	2	0%	15%	.	21%	.	-0.1%	4%	4	.	9
29	Cc1ccc(NC(=O)COC(=O)c2ccco2)cc1	-3	2%	3%	-2%	-14%	-2	0.1%	4%	9	2%	10
30	CC1Cc2cc(-c3csc(N)n3)ccc2O1 (configuration not stated)	-1	-1%	0%	-1%	-13%	-1	-0.2%	-12%	-1	0%	8

Record cards (already shown):
O=S(=O)(c1ccc(-c2csc(-c3cccnc3)n2)cc1)N1CCCC1 as listed: Giardia kill = 7; USP2a inh = -2%; Chronic BCR inh = -6%; GALK inh = 0%; Eya2 phos inh = -13%; Coupling enz = 5; B2AR arrestin = -1.0%; uPA generation = 1%; hERG WT inh = 5; PKM2 act = 8%; KCNH2 3.1 block = 2
O=C(O)CSc1nnc(-c2ccccc2)c(-c2ccccc2)n1 as listed: Giardia kill = -1; USP2a inh = -1%; Chronic BCR inh = 12%; GALK inh = 4%; Eya2 phos inh = 9%; Coupling enz = 12; B2AR arrestin = -0.2%; uPA generation = 0%; hERG WT inh = -4; PKM2 act = 1%; KCNH2 3.1 block = -13
Cc1ccccc1Cn1cc(NC(=O)c2nc3ncccn3n2)cn1 as listed: Giardia kill = 4; USP2a inh = 1%; Chronic BCR inh = ?; GALK inh = 0%; Eya2 phos inh = -43%; Coupling enz = 2; B2AR arrestin = 0.0%; uPA generation = .; hERG WT inh = -2; PKM2 act = -1%; KCNH2 3.1 block = 0

The results go on:
cpd	structure	Giardia kill	USP2a inh	Chronic BCR inh	GALK inh	Eya2 phos inh	Coupling enz	B2AR arrestin	uPA generation	hERG WT inh	PKM2 act	KCNH2 3.1 block
31	CCOc1ccc2nc(SCC(=O)Nc3ccc4c(c3)OCO4)sc2c1	6	1%	0%	.	17%	-1	-3.1%	0%	-4	-4%	0
32	O=C(O)c1ccc(N=NNc2cccc([N+](=O)[O-])c2)cc1	3	1%	?	-2%	13%	8	-0.5%	3%	i	-9%	2
33	CN(Cc1ccccc1)C(=O)Cn1c(=O)oc2cc(S(=O)(=O)NCc3ccccc3)ccc21	5	0%	6%	3%	-1%	2	-0.4%	-27%	6	4%	-1
34	c1ccc(-n2cccc2CNC2CCCCC2)cc1	-9	-2%	-9%	3%	-3%	1	0.1%	-14%	-1	2%	-16
35	Cc1ccc(S(=O)(=O)N2CCCCC2CCNC(=O)C(=O)NCc2ccncc2)cc1 (configuration not stated)	-3	1%	?	.	-7%	.	0.0%	-3%	-5	.	10
36	COC(=O)C1(C)CC1(c1ccccc1)c1ccccc1 (configuration not stated)	12	-1%	6%	3%	-19%	-3	0.2%	3%	0	.	5
37	Cc1nn(C)c(Oc2cccc(Cl)c2)c1C=O	-2	0%	-2%	3%	-3%	0	0.1%	0%	3	-6%	-3
38	COc1ccccc1C(=O)NCC(=O)NCc1cc(=O)n(C)c(=O)n1C	8	4%	0%	-4%	4%	-5	-0.2%	8%	-14	.	15
39	Cc1ccsc1/C=C1\CCc2ccccc2C1=O	?	-1%	-29%	9%	7%	0	0.3%	-12%	6	-80%	12
40	COc1ccc(CNC(=O)CN2C(=O)c3ccc([N+](=O)[O-])cc3C2=O)cc1	-11	1%	-2%	-4%	5%	1	-0.3%	-17%	1	.	0
41	CC(C)[C@H](Nc1ncnc2c1oc1ccccc12)C(=O)O	14	0%	-3%	11%	7%	6	-0.7%	0%	3	-4%	11
42	CN(C)c1ccc(S(=O)(=O)N(C)C)cc1[N+](=O)[O-]	6	5%	?	-1%	-8%	2	0.4%	-3%	-1	7%	5
